Screening results (PubChem)
CHT PAM: allosterically activates the human high affinity choline transporter; Q9GZV3; CHT-expressing cells, membrane potential dye, choline EC20; active compounds read high; LV-AA mutant CHT in HEK293 cells; B-score at 10 µM; 310,000 tested, 0.49% active;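 active = initial fluorescence not abnormally high and integrated response B-score, plate-corrected, over 3 SD above library mean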
Target sequence (Q9GZV3 whole entry, looked up): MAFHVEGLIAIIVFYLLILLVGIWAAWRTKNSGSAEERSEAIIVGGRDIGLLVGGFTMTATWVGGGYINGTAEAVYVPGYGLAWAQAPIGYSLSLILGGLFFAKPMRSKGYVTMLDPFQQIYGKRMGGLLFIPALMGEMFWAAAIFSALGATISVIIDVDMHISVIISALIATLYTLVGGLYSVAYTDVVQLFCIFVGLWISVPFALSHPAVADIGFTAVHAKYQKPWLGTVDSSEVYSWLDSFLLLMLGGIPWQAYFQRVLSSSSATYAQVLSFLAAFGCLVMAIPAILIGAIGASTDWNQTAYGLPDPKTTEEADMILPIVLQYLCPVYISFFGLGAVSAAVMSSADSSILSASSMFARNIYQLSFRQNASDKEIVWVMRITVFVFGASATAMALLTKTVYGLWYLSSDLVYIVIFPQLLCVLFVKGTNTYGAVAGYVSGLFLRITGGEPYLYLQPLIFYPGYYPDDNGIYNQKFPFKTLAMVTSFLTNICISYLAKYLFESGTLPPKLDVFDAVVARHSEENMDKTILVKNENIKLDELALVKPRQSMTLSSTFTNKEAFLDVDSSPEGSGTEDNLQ
CHT block: inhibitors of human choline transporter CHT | 310,000 tested, 0.86% active | CHT-expressing cells, membrane potential dye, choline response; active compounds read low | B-score at 10 µM;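 active = B-score over 3 SD under the library average, and starting fluorescence ratio not unusually high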;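 note: choline stimulus applied at its EC90 after an EC20 pre-addition; B-score computed on integrated fluorescence ratio after choline addition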
* hit, by the source's call.

For CCc1ccc(OCC(=O)NC(=S)Nc2ccc(S(=O)(=O)NC3CCCCC3)cc2)cc1 the results were CHT PAM inactive and CHT block inactive.
For CC(C)n1cc(CN2CCCC(CO)(Cc3cccc(Cl)c3)C2)cn1 (stereo not given) the results were CHT PAM inactive and CHT block inactive.
For O=C(NCC1CCCO1)C(=Cc1cccc([N+](=O)[O-])c1)C(=O)NCC1CCCO1 (stereo not given) the results were CHT PAM inactive and CHT block inactive.
CS(=O)(=O)N(CCc1ccccc1)CC(=O)Nc1ccc(Br)cc1F was read as CHT PAM inactive and CHT block inactive.
CCC(Sc1nc2ccccc2c(=O)[nH]1)C(=O)O (stereo not given) was read as CHT PAM inactive and CHT block inactive.
Screening CCCC(=O)Nc1nnc(CCN2CCCCC2)s1 returned CHT PAM inactive and CHT block inactive.
O=C(Nc1cccc(NC(=O)c2ccccc2Cl)c1)c1ccc([N+](=O)[O-])o1 was read as CHT PAM inactive and CHT block inactive.
`Cc1cc(S(=O)(=O)N2CCN(c3ccccc3C)CC2)ccc1F` gave CHT PAM inactive and CHT block inactive.
For COc1ccccc1C(=O)ON=C1c2ccccc2-c2ccccc21 the results were CHT PAM inactive and CHT block inactive.
For CCn1cc(C(=O)N[C@@H](CCSC)C(=O)NC(C)(C)CO)c(=O)c2cc3c(cc21)OCO3 the results were CHT PAM inactive and CHT block inactive.
`CC(=O)/C=C(\C)Nc1ccc(-c2cnc(-c3ccccc3)o2)cc1` gave CHT PAM inactive and CHT block inactive.
For CSc1nsc(SC)c1C(N)=O the results were CHT PAM inactive and CHT block inactive.
`COc1ccc(C(CNC(=O)C(C)Oc2ccc(Br)cc2)N2CCCC2)cc1` (stereo not given) gave CHT PAM inactive and CHT block inactive.
`O=[N+]([O-])c1ccc(O)c(C=Nc2ccc3c(c2)OCCO3)c1` gave CHT PAM inactive and CHT block inactive.
Screening CSCCC(NC(=O)c1ccc([N+](=O)[O-])cc1Cl)C(=O)OCC(=O)NCC(F)(F)F (stereo not given) returned CHT PAM inactive and CHT block inactive.
`CC1=C(C(=O)OCc2ccccc2)C(c2ccccc2OS(=O)(=O)c2ccccc2[N+](=O)[O-])NC(=O)N1CCCC(=O)O` (stereo not given) gave CHT PAM inactive and CHT block inactive.
`C/C(=N\NC(=O)c1c(Cl)cnn1C)c1cccc(NC(=O)c2ccc(C)cc2)c1` gave CHT PAM inactive and CHT block inactive.
`Cc1ccc(C)c(N2CCN(C(=O)Cc3cn(C)c4ccccc34)CC2)c1` gave CHT PAM inactive and CHT block inactive.
Screening Cc1ccc(NC(=O)C2CCCN(S(=O)(=O)c3c(C)noc3C)C2)nc1 (stereo not given) returned CHT PAM inactive and CHT block inactive.
CCCc1cc(-n2cnc3ccccc32)n2c(nc3ccccc32)c1C#N was read as CHT PAM inactive and CHT block inactive.
Screening O=C(Oc1ccccc1N1CCOCC1)c1ccccc1 returned CHT PAM inactive and CHT block inactive.
`CCc1ccccc1NC(=O)c1cc(C2CC2)on1` gave CHT PAM inactive and CHT block inactive.
Screening O=C(Nc1cccc2ccccc12)c1ccccc1NS(=O)(=O)c1cccc2cccnc12 returned CHT PAM inactive and CHT block inactive.
CCN(CC)CCN(C(=O)c1ccc(C(=O)c2ccccc2)cc1)c1nc2c(OC)cccc2s1 was read as CHT PAM inactive and CHT block inactive.
Screening CCOc1ccc(C(=O)Nc2ccccc2N2CCOCC2)cc1 returned CHT PAM inactive and CHT block inactive.
For C/C(=N\Nc1nc(Cl)c(Cl)cc1Cl)c1ccc(S(=O)(=O)NCc2ccco2)cc1 the results were CHT PAM inactive and CHT block inactive.
CN1N=C(C(C)(C)C)CSC1=Nc1ccc(F)cc1 was read as CHT PAM inactive and CHT block inactive.
O=C(CCC(=O)c1cccs1)OCC(=O)c1ccc(Cl)s1 was read as CHT PAM inactive and CHT block inactive.
For Nc1nc(NCc2ccccc2)nc(-c2ccccc2)n1 the results were CHT PAM inactive and CHT block inactive.
`CC1CCCC(C)N1/N=C/c1cccc([N+](=O)[O-])c1` (stereo not given) gave CHT PAM inactive and CHT block inactive.

Fetched one by one from the entries so far:
CCN(CC)CCN(C(=O)c1ccc(C(=O)c2ccccc2)cc1)c1nc2c(OC)cccc2s1 was read as CHT PAM inactive and CHT block inactive.
`C/C(=N\NC(=O)c1c(Cl)cnn1C)c1cccc(NC(=O)c2ccc(C)cc2)c1` gave CHT PAM inactive and CHT block inactive.

Going on with the list.
`O=C(O)Cc1ccc(NS(=O)(=O)c2c(Cl)cccc2Cl)cc1` gave CHT PAM inactive and CHT block inactive.
Screening O=C1N(Cc2cccnc2)C[C@@H]2C[C@@H](c3ccc4nsnc4c3)N3CCC[C@@]123 returned CHT PAM inactive and CHT block inactive.
Screening Cc1ccc(S(=O)(=O)N(C)C)cc1NC(=O)CCc1c[nH]c2ccccc12 returned CHT PAM inactive and CHT block inactive.
`Cc1ccc(C(=O)NNC(=S)Nc2cccc3ccccc23)s1` gave CHT PAM inactive and CHT block inactive.
For COc1ccc(OC(=O)c2cc3cc(Cl)ccc3oc2=O)cc1 the results were CHT PAM inactive and CHT block inactive.
Screening COc1ccc(N(CC(=O)O)S(C)(=O)=O)cc1OC returned CHT PAM inactive and CHT block inactive.
For O=C(O)CC(Cc1ccccc1)(C(=O)O)c1ccccc1 (stereo not given) the results were CHT PAM inactive and CHT block inactive.
Screening CCOc1ccc(NC(=O)C2CCCN(S(C)(=O)=O)C2)cc1 (stereo not given) returned CHT PAM inactive and CHT block inactive.
`CCc1cccc(NS(=O)(=O)c2c(C)nc3sc(CC)nn3c2=O)c1` gave CHT PAM inactive and CHT block inactive.
Cc1cc(C)n(CC(C)NC(=O)c2cc(COc3c(F)cccc3F)on2)n1 (stereo not given) was read as CHT PAM inactive and CHT block inactive.
O=C(CSc1ncn(-c2ccccc2)n1)Nc1nc2c(s1)CCCC2 was read as CHT PAM inactive and CHT block inactive.
For COc1ccc2cc(C(=O)C3CCCN(C(=O)c4cnccn4)C3)ccc2c1 (stereo not given) the results were CHT PAM inactive and CHT block inactive.
Screening CCOC(=O)N1CCN(S(=O)(=O)c2ccc(Br)cc2)CC1 returned CHT PAM inactive and CHT block inactive.
`CCOC(=O)C1CCN(C(=O)COc2cc(C)c(Br)cc2C)CC1` gave CHT PAM inactive and CHT block -6.5*.
`CCOc1ccc(NS(=O)(=O)c2cc(C(=O)NCC3CCCO3)ccc2Cl)cc1` (stereo not given) gave CHT PAM inactive and CHT block inactive.
Screening CCCC[n+]1c(C)sc2ccc(C)cc21 returned CHT PAM inactive and CHT block inactive.
For O=C(NCCO)c1ccc(-c2nnc(Nc3ccc(O)cc3)c3ccccc23)cc1 the results were CHT PAM inactive and CHT block inactive.
Screening CCOc1ccc(NS(=O)(=O)c2ccc(C(=O)NCc3cccnc3)cc2)cc1 returned CHT PAM inactive and CHT block inactive.
`CCCCNc1c(-c2ccc(-c3ccc(C(C)=O)cc3)c(OC)c2)nc2cnccn12` gave CHT PAM inactive and CHT block inactive.
Screening CCn1c(=N)c(S(=O)(=O)c2ccc(C)cc2)cc2c(=O)n3ccccc3nc21 returned CHT PAM inactive and CHT block inactive.
CCOc1ccc(/C(O)=C2/C(=O)C(=O)N(CCOCCO)C2c2cccnc2)cc1 (stereo not given) was read as CHT PAM inactive and CHT block inactive.
O=C(CCc1nnc(-c2ccsc2)o1)NCc1ccccc1OC(F)(F)F was read as CHT PAM inactive and CHT block inactive.
Cc1ccc(NC(=O)NC2CCCCCCC2)cc1 was read as CHT PAM inactive and CHT block inactive.
Cn1c2ccccc2c(=O)c2ccc(C#Cc3ccc(N)cc3)cc21 was read as CHT PAM inactive and CHT block inactive.
CCSc1cc(C)nc2c(-c3ccccc3)c(C)nn12 was read as CHT PAM inactive and CHT block inactive.
Screening Cc1nn2c(N)c(-c3ccccc3)cnc2c1-c1ccccc1 returned CHT PAM inactive and CHT block inactive.
`COc1ccc(CNC(=O)c2ccc(CS(=O)c3ccccc3)o2)cc1` (stereo not given) gave CHT PAM inactive and CHT block inactive.
For Cc1ccc(-n2nc(C)c(NC(=O)CCl)c2C)cc1 the results were CHT PAM inactive and CHT block inactive.
Screening O=C(COC(=O)/C=C/c1ccc2c(c1)OCO2)Nc1ccc(S(=O)(=O)N2CCCC2)cc1 returned CHT PAM inactive and CHT block inactive.
`COc1cccc(C(=O)NC2CC3CCCC(C2)N3Cc2ccc(C)cc2)c1` (stereo not given) gave CHT PAM inactive and CHT block inactive.
`CC(=O)N1CCN(c2ccc(NCc3ccc(F)cc3)cc2)CC1` gave CHT PAM inactive and CHT block inactive.
Screening O=C(Nc1cccc(O)c1)c1ccc(C(F)(F)F)cc1 returned CHT PAM inactive and CHT block inactive.
Screening O=[N+]([O-])c1ccc2nc(-c3ccc(OC(F)F)cc3)cn2c1 returned CHT PAM inactive and CHT block inactive.
`O=C(Nc1ccc(-c2nc3cc(Cl)ccc3c(=O)o2)cc1)c1ccco1` gave CHT PAM inactive and CHT block inactive.
Cc1cccc(NC(=O)c2cnn(C)c2)c1C was read as CHT PAM inactive and CHT block inactive.
For NC(=O)c1ccsc1NC(=O)c1ccco1 the results were CHT PAM inactive and CHT block inactive.
Screening CC(CCc1ccccc1)NC(=O)C(=O)NCc1ccccc1 (stereo not given) returned CHT PAM inactive and CHT block inactive.
For CCOc1ccccc1NC(=O)C1C2CCC3C(CCC21)C3(Cl)Cl (stereo not given) the results were CHT PAM inactive and CHT block inactive.
For CCCCN(CCCC)c1nc2ccccc2nc1NS(=O)(=O)c1ccc(NC(C)=O)cc1 the results were CHT PAM inactive and CHT block inactive.
Screening NNC(=O)c1ccc(S(=O)(=O)N2CCc3ccccc32)cc1 returned CHT PAM inactive and CHT block inactive.
`COCCCC1CCN(C(=O)CCc2nnc(CCCCc3ccccc3)o2)CC1` gave CHT PAM inactive and CHT block inactive.
Screening Cc1cc(C)c(C#N)c(SCC(=O)OC2CCCCC2)n1 returned CHT PAM inactive and CHT block inactive.
Screening COc1ccc(-c2ccnc(SCC(=O)c3ccc(OC)c(OC)c3)n2)cc1 returned CHT PAM inactive and CHT block inactive.
For CC1Cc2ccccc2N1CC(=O)Nc1cccc(S(N)(=O)=O)c1 (stereo not given) the results were CHT PAM inactive and CHT block inactive.
For CSc1nsc(SC)c1NC(=O)OCCc1ccccn1 the results were CHT PAM inactive and CHT block inactive.
`Cc1nc2cc(-c3ccc(Cl)cc3)nn2c(C)c1CCC(=O)NCc1ccco1` gave CHT PAM inactive and CHT block inactive.
COc1cc(NC(=S)N2CCN(C)CC2)c(OC)cc1Cl was read as CHT PAM inactive and CHT block inactive.
Screening O=C(O)C(NS(=O)(=O)c1cccc2nsnc12)c1ccccc1 (stereo not given) returned CHT PAM inactive and CHT block inactive.
`Cc1c(C(=O)O)oc2ccc(S(=O)(=O)N3CC(C)CC(C)C3)cc12` (stereo not given) gave CHT PAM inactive and CHT block inactive.
Screening CC(=O)Nc1ccc(S(=O)(=O)N2CCCC2C(=O)O)cc1 (stereo not given) returned CHT PAM inactive and CHT block inactive.
O=C1/C(=C\c2ccco2)SC(=S)N1Cc1ccccc1 was read as CHT PAM inactive and CHT block inactive.
Screening Cc1cc(C)c(C)c(C(=O)COC(=O)CNC(=O)CNC(=O)c2ccco2)c1C returned CHT PAM inactive and CHT block inactive.
Screening COc1cccc(C(=O)Nc2c(C)nn(-c3ccccc3)c2C)c1 returned CHT PAM inactive and CHT block inactive.
Screening O=C(Cc1ccc(F)cc1)NCc1cccnc1 returned CHT PAM inactive and CHT block inactive.
CN1CCN(C(=O)Cn2c(=O)oc3cc(S(=O)(=O)NCc4ccccc4)ccc32)CC1 was read as CHT PAM inactive and CHT block inactive.
NC(=O)c1ccccc1NC(=O)/C=C/c1ccccc1 was read as CHT PAM inactive and CHT block inactive.
For COC(=O)CCC(=O)Nc1sc2c(c1C#N)CCCC2 the results were CHT PAM 9.2* and CHT block inactive.
`C#CCOc1ccc(C2C3=C(CC(C)(C)CC3=O)N(CC(=O)O)C3=C2C(=O)CC(C)(C)C3)cc1` gave CHT PAM inactive and CHT block inactive.
`COC(c1ccccc1)c1nc2ccccc2[nH]c1=O` (stereo not given) gave CHT PAM inactive and CHT block inactive.
O=C(NCc1n[nH]c(=S)n1-c1ccc(Br)cc1)c1ccc(S(=O)(=O)N2CCCC2)cc1 was read as CHT PAM inactive and CHT block inactive.
`COc1cccc(NC(=S)N2C3CCCC2CC(NC(=O)C2CC2)C3)c1` (stereo not given) gave CHT PAM inactive and CHT block inactive.
Screening Cc1cc(C)n2nc(C(=O)Nc3nnc(C4CC4)s3)nc2n1 returned CHT PAM inactive and CHT block inactive.
Screening CCCCc1nnc(NC(=O)CN2C(=O)c3ccccc3C2=O)s1 returned CHT PAM inactive and CHT block inactive.
`CCCSc1nsc(N)n1` gave CHT PAM inactive and CHT block inactive.
CC(=O)Nc1ccc(NC(=O)C(C)OC(=O)CNC(=O)c2sc3ccccc3c2Cl)cc1 (stereo not given) was read as CHT PAM inactive and CHT block inactive.

Structural class, the compounds so far with fluorine
CS(=O)(=O)N(CCc1ccccc1)CC(=O)Nc1ccc(Br)cc1F was read as CHT PAM inactive and CHT block inactive.
`Cc1cc(S(=O)(=O)N2CCN(c3ccccc3C)CC2)ccc1F` gave CHT PAM inactive and CHT block inactive.
Screening CSCCC(NC(=O)c1ccc([N+](=O)[O-])cc1Cl)C(=O)OCC(=O)NCC(F)(F)F (stereo not given) returned CHT PAM inactive and CHT block inactive.
CN1N=C(C(C)(C)C)CSC1=Nc1ccc(F)cc1 was read as CHT PAM inactive and CHT block inactive.
Cc1cc(C)n(CC(C)NC(=O)c2cc(COc3c(F)cccc3F)on2)n1 (stereo not given) was read as CHT PAM inactive and CHT block inactive.
O=C(CCc1nnc(-c2ccsc2)o1)NCc1ccccc1OC(F)(F)F was read as CHT PAM inactive and CHT block inactive.
`CC(=O)N1CCN(c2ccc(NCc3ccc(F)cc3)cc2)CC1` gave CHT PAM inactive and CHT block inactive.
Screening O=C(Nc1cccc(O)c1)c1ccc(C(F)(F)F)cc1 returned CHT PAM inactive and CHT block inactive.
Screening O=[N+]([O-])c1ccc2nc(-c3ccc(OC(F)F)cc3)cn2c1 returned CHT PAM inactive and CHT block inactive.
Screening O=C(Cc1ccc(F)cc1)NCc1cccnc1 returned CHT PAM inactive and CHT block inactive.

Outcome played no part in choosing rows. Share with any hit: about 1.4%.
